Compound activity (PubChem)
PMI inhibition: MPI inhibition at elevated mannose 6-phosphate – biochemical, fluorescence intensity, high mannose 6-phosphate, primary screen (AID 1220) | recombinant PMI enzyme, coupled fluorescence intensity; higher % means a stronger effect | inhibition, % at 20 µM; hits with a dose series show IC50 in µM | hit rate 0.66% among 190,000
LYP phosphatase: inhibitors of LYP phosphatase, biochemical, fluorescence intensity, uHTS (AID 1779). one-dose inhibition, % at 11.5 µM; IC50 in µM for titrated hits. hit rate 0.054% among 290,000. recombinant LYP phosphatase, fluorescence intensity; higher % means a stronger effect;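 further: plate controls were vehicle with enzyme for no effect and no enzyme for full effect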
ER stress rescue: protection against thapsigargin-triggered cell killing – 384-well, CSM14.1, ATP luminescence, primary screen (AID 1222); 190,000 tested, under 10 active; one-dose cellular ATP content (survival), % at 20 µM; EC50 in µM for titrated hits; CSM14.1 thapsigargin-induced death rescue, ATP luminescence; higher % means a stronger effect;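 active means EC50 below 50 µM in the dose-response confirmation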;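 further: death triggered by thapsigargin at about 15 µM added after 2 h compound pretreatment; cell ATP read after overnight thapsigargin exposure of roughly 18 to 22 hours; normalized against plate controls of thapsigargin alone and 5% DMSO vehicle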
M17LAP inhibition: P. falciparum M17LAP inhibitors, primary screen, biochemical, fluorogenic H-Leu-NHMec substrate, 1536-well (AID 1619). recombinant M17LAP, H-Leu-NHMec fluorogenic kinetic assay; higher % means a stronger effect. one-dose inhibition, % at 30 µM; IC50 in µM for titrated hits. hit rate 0.38% among 220,000;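 active means compound inhibiting the enzyme by more than half at any dose during confirmatory dose-response retesting; inconclusive means strong single-dose inhibitors picked by rank but not retested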;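 further: plate controls were full reaction with DMSO carrier for no effect and no enzyme background for full effect; strong numbers were not always called active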
human PMI inhibition: MPI enzyme activity inhibition – biochemical, fluorescence intensity, coupled assay, primary screen (AID 1209); purified PMI enzyme, coupled fluorescence intensity; higher % means a stronger effect; inhibition, % at 20 µM; hits with a dose series show IC50 in µM; hit rate 0.42% among 190,000;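 further: plate controls were DMSO vehicle for no effect and wells lacking substrate for full effect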
P. falciparum M1AAP: malaria alanyl aminopeptidase activity blockers – biochemical, fluorogenic H-Leu-NHMec substrate, 1536-well (AID 1445). hit rate 0.42% among 220,000. inhibition, % at 30 µM; hits with a dose series show IC50 in µM. recombinant M1AAP, H-Leu-NHMec fluorogenic kinetic assay; higher % means a stronger effect;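 active means primary inhibition above the hit cutoff, then over 50% inhibition at one or more dose response concentrations, cut at about 23% in these data, passing the limit was not always enough; inconclusive means conflicting primary data, or primary hits not chosen for dose response; inactive means low primary inhibition, or under 50% at every dose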;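 further: plate controls were DMSO full reaction for no effect and no enzyme background for full effect; strong numbers were not always called active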
TNAP activators: human TNAP enzyme activators, primary screen, biochemical, luminescent, no phosphate acceptor, uHTS (AID 1001); purified TNAP, luminescent activation assay, no phosphate acceptor; higher activation fold means a stronger effect; activation fold at 20 µM, or EC50 in µM where a hit was titrated; hit rate 0.03% among 200,000; in the data active means activation fold from about 3, or a potency from the dose series; inactive means the rest, 99 in 100 with activation fold below about 1.6; further: many of its hits are not listed in these tables
Myeloid diff 2: compounds promoting myeloid differentiation. ER-HoxA9 myeloid progenitors, lysozyme-GFP differentiation, flow cytometry. hit rate 1% among 360,000. AID 624256. calls only at 10 µM;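 active means normalized GFP-positive differentiation at or above the plate's own cutoff, the solvent-only control mean plus 3 SD; inconclusive means no clear call, values can overlap the other calls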;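 further: cells exposed to compound for four days before flow analysis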
XIAP displacement: small molecules displacing peptide from XIAP – biochemical, IAP family, fluorescence polarization (AID 1018); XIAP BIR domain, fluorescence polarization peptide displacement; higher % means a stronger effect; displacement, % at 20 µM, or IC50 in µM where a hit was titrated; hit rate 0.007% among 200,000; in the data active means displacement above about 50%; further: a part of the inactive calls stands beside numbers as strong as those of hits
Myeloid diff 2 GFP+ MAC1+ %: recorded beside Myeloid diff 2, whose call it bears; GFP+ MAC1+ double positive, %; measured here: differentiation confirmed by MAC1 staining
Numbers without * were called inactive; i = inactive; ? = inconclusive; nt = not tested or not shown; + = active, no number. Unless noted, no stated cut-off is given here; in the data, active means inhibition above about 50%; inactive means the rest.

SMILES	PMI inhibition	LYP phosphatase	ER stress rescue	M17LAP inhibition	human PMI inhibition	P. falciparum M1AAP	TNAP activators	Myeloid diff 2	Myeloid diff 2 GFP+ MAC1+ %	XIAP displacement
C=C1CCN(CC(=O)OC)S(=O)(=O)c2ccccc21	nt	-12%	nt	-3%	nt	-3%	nt	i	0.7	nt
CCC(C)NCCOCCOc1ccc(C)cc1Br (stereo not drawn)	1%	-7%	2.1%	10%	7%	6%	1.1	i	0.9	-3.8%
CCc1cccc(CC)c1-n1c(SCC(=O)N2CCc3ccccc3C2)nnc1-c1cccnc1	1%	-2%	-0.3%	15%	-2%	-4%	1.1	i	1.0	-4.0%
S=C(Nc1ccc(Oc2ccccc2)cc1)NC1CCCCCC1	8%	6%	-1.8%	3%	10%	-1%	1.6	i	0.6	-2.3%
C=CCC1C=CCC(CC=C)N1C(=O)c1ccccc1[N+](=O)[O-] (stereo not drawn)	-4%	-2%	-0.7%	-10%	-5%	5%	1.1	i	0.2	-2.8%
O=C1OC(Cc2ccccn2)C(O)=C1C1=NCCCN1 (stereo not drawn)	-5%	3%	-3.2%	-14%	-2%	-2%	1.2	i	0.8	-10%
Cc1nc(NC(=O)C2CC2)sc1C	0%	2%	-1.3%	-2%	-7%	-2%	1	i	0.4	-2.3%
CCCc1cc(=O)oc2c(C)c3occ(C)c3cc12	3%	-3%	7.0%	4%	6%	0%	1.1	i	1.1	-2.7%
Cc1cc(C)n(-c2nnc(C)n2/N=C/c2cc(Br)ccc2OCc2ccccc2)n1	5%	-2%	0.5%	-1%	-2%	14%	1.1	i	0.2	-1.2%
O=C1N/C(=N/Nc2ccccc2)S/C1=C\c1ccccc1	-44%	1%	-1.0%	35%	-11%	13%	0.9	i	1.6	-8.3%
Cc1cccc2sc(NC(=O)CN(C)S(=O)(=O)c3cccs3)nc12	0%	0%	-0.6%	-3%	8%	1%	1.1	i	0.6	-7.5%
Cc1cccnc1NC(=O)c1ccc2nc(N)sc2c1	-2%	-6%	-0.9%	-3%	0%	5%	1.1	i	0.8	-2.6%
CCN1CCN(Cc2c(O)ccc3c2O/C(=C\C=C\c2ccccc2)C3=O)CC1	6%	5%	-2.6%	39%	-16%	13%	0.6	?	nt	-5.1%
O=C(c1cc(-c2ccc3c(c2)OCO3)on1)N1CCN(c2ccc(F)cc2)CC1	1%	-6%	-0.8%	-5%	7%	-16%	1.1	i	0.3	0.2%
O=C(CNS(=O)(=O)c1ccc(Cl)cc1)OCC(=O)N1CCCc2ccccc21	10%	-6%	-0.4%	-2%	5%	10%	1.2	i	0.2	-1.3%
CCCCOC(=O)C1CCCC(C)N1 (stereo not drawn)	-12%	-6%	0.3%	10%	-2%	6%	1	i	7.3	-8.8%
CCOC(=O)N/N=C/c1cc(C)n(-c2cccc3ccccc23)c1C	8%	-3%	-1.0%	9%	3%	12%	1.3	i	0.1	-5.8%
CC(=O)Nc1nc(C)c(C(C)=O)s1	-4%	5%	-1.1%	4%	-3%	6%	1.2	i	0.4	-4.1%
O=C(Nc1ccccc1O)c1ccc(Cl)cc1	-5%	5%	-1.9%	1%	-2%	2%	1.1	i	0.4	1.9%
COCC(C)n1c(SCc2cc(C(=O)OC)c(C)o2)nc2ccccc2c1=O (stereo not drawn)	nt	-1%	nt	-7%	nt	1%	nt	i	0.6	nt
O=C(N/N=C/c1ccccc1Cl)c1cccc(F)c1	10%	-12%	-2.1%	3%	12%	12%	1.1	i	1.6	-5.2%
CNS(=O)(=O)c1ccc(NC(=O)c2ccoc2C)cc1	15%	-8%	-1.2%	6%	15%	7%	1.1	i	0.1	-18%
CCn1c(CNc2ccccc2Cl)nnc1SCCN1CCCCC1	8%	-9%	3.0%	5%	7%	-8%	1	i	1.5	-1.7%
CCOC(=O)/C(C#N)=C\C=C1C=CN(C)C=C1	9%	8%	-0.2%	90µM*	10%	1%	0.8	+	1.6*	-0.3%
CCn1c(SCC#N)nc2c(c1=O)C1(CCCC1)Cc1ccccc1-2	15%	-7%	0.3%	1%	15%	8%	1.1	i	0.5	3.6%
CC(C)=CC(=O)Nc1nc2ccc([N+](=O)[O-])cc2s1	10%	0%	-0.2%	10%	2%	9%	1	+	nt	-1.0%
CCNC(=O)NC(=O)C(C)On1nnc2ccc(S(=O)(=O)N(CC)CC)cc21 (stereo not drawn)	-22%	2%	-2.3%	-1%	-10%	15%	1	i	0.1	-4.5%
Cc1[nH]c(=O)c(C(=O)/C=C/c2ccccc2F)c2c1CCCC2	34%	6%	-2.8%	5%	19%	3%	1	i	9.3	-0.2%
CCN(CCO)C(=O)C12CCC(C)(C(=O)C1)C2(C)C (stereo not drawn)	4%	-6%	-1.5%	-4%	11%	-2%	1.2	i	6.3	-4.7%
CCC(=O)OCC(=O)Nc1ncc(C(F)(F)F)cc1Cl	nt	-2%	nt	2%	nt	-3%	nt	i	0.2	nt
O=C1CCCN1c1ccc(Br)cc1	-4%	-4%	-0.9%	0%	0%	2%	1.1	i	1.1	-1.2%
COC(=O)c1ccc(C23CC4(C2)[C@H](CN(C)[C@@H]4c2ccccc2)C3c2ccccc2)cc1 (stereo partly drawn)	nt	-7%	nt	-2%	nt	-1%	nt	i	1.0	nt
COc1ccc(NC(=O)C(c2cc3c(cc2[N+](=O)[O-])OCO3)N2CCN(C=O)CC2)cc1 (stereo not drawn)	66%*	-3%	-1.3%	16%	36%	1%	1	i	0.3	2.1%
CCN(CC)C(=O)CN1CCC(n2c(C)nc3cc(C(F)(F)F)ccc32)CC1	5%	-7%	2.7%	-9%	5%	-4%	1	i	0.8	-4.2%
COc1cccc(CN(C)CC(=O)NNC(=O)c2ccc(Cl)cc2)c1	3%	-8%	-1.2%	1%	12%	5%	2.5	i	1.1	7.4%
CC(=O)c1sc(N/N=C/c2ccc(C(C)C)cc2)nc1C	2%	-1%	-3.1%	9%	-2%	11%	1.1	i	0.5	-9.8%
O=C(Nc1ccccc1C(F)(F)F)c1c(F)cccc1Cl	14%	-4%	1.5%	-5%	10%	-6%	1	i	0.7	-0.6%
Cc1ccc(NC(=S)c2ccc(N(C)C)cc2)cc1	1%	10%	-9.1%	1%	-7%	3%	1.1	i	0.2	-4.7%
CCOC(=O)C1=C(CNCCOc2ccc(OC)cc2)NC(=O)NC1c1ccc2c(c1)OCO2 (stereo not drawn)	6%	-2%	1.6%	0%	6%	0%	1.1	i	0.7	-5.1%
CN(C)S(=O)(=O)c1ccc(C(=O)OCC(=O)c2ccc3c(c2)NC(=O)CO3)cc1	nt	-9%	nt	-2%	nt	3%	nt	i	1.1	nt

A draw from above in order of SMILES length, high to low:
SMILES	PMI inhibition	LYP phosphatase	ER stress rescue	M17LAP inhibition	human PMI inhibition	P. falciparum M1AAP	TNAP activators	Myeloid diff 2	Myeloid diff 2 GFP+ MAC1+ %	XIAP displacement
CCOC(=O)C1=C(CNCCOc2ccc(OC)cc2)NC(=O)NC1c1ccc2c(c1)OCO2 (stereo not drawn)	6%	-2%	1.6%	0%	6%	0%	1.1	i	0.7	-5.1%
CCNC(=O)NC(=O)C(C)On1nnc2ccc(S(=O)(=O)N(CC)CC)cc21 (stereo not drawn)	-22%	2%	-2.3%	-1%	-10%	15%	1	i	0.1	-4.5%
CC(=O)c1sc(N/N=C/c2ccc(C(C)C)cc2)nc1C	2%	-1%	-3.1%	9%	-2%	11%	1.1	i	0.5	-9.8%

The list continues:
SMILES	PMI inhibition	LYP phosphatase	ER stress rescue	M17LAP inhibition	human PMI inhibition	P. falciparum M1AAP	TNAP activators	Myeloid diff 2	Myeloid diff 2 GFP+ MAC1+ %	XIAP displacement
O=C(CSCC(=O)Nc1cccc([N+](=O)[O-])c1)Nc1ccccc1	-2%	-5%	-2.2%	3%	6%	5%	1	i	0.2	-2.1%
COc1ccc(N(CCC(=O)O)S(=O)(=O)c2ccc(C)cc2C)cc1	-3%	-3%	2.1%	-1%	-7%	13%	1.1	i	0.2	-2.6%
Cc1cccc(NC(=O)CCn2cnnn2)c1	-17%	-2%	-1.2%	-4%	-11%	2%	1.1	i	0.4	-1.7%
Cc1[nH]nc(-c2ccc(OCc3cnn(-c4ccccc4)c3)cc2O)c1Oc1ccc(Cl)cc1	10%	2%	0.4%	-2%	5%	-5%	1.1	i	2.0	1.0%
Cc1cc(C)n2nc(SC(C)C(=O)NCc3ccco3)nc2n1 (stereo not drawn)	8%	-8%	2.4%	19%	-1%	7%	1.1	i	0.9	-5.6%
O=C(CSc1nnc(-c2cccs2)n1Cc1ccco1)Nc1ccc2c(c1)OCO2	9%	0%	2.8%	8%	15%	7%	1.1	i	0.7	-6.1%
Cc1c(Cl)cnn1CC(=O)NC1C(=O)N2C(C(=O)O)=C(CSc3nnnn3C)CSC12 (stereo not drawn)	-8%	-6%	-12%	55%	-2%	4%	1.1	i	0.5	-5.2%
CC1N(C)c2cccc3cccc(c23)N1C	63%*	-9%	-2.4%	-82%	32%	2%	1.1	+	2.7*	-3.3%
O=[N+]([O-])c1cccc(Nc2c3ccccc3nc3ccccc23)c1	nt	-22%	-0.5%	-5%	nt	17%	0.9	i	0.4	-3.5%
CSc1ccc(/C=C(\NC(=O)c2ccc(C)cc2)C(=O)Nc2cccc(C)c2)cc1	2%	0%	-1.8%	-1%	9%	-2%	1.1	i	0.5	-17%
COc1ccccc1OCC(=O)N1CCN(c2ccccc2OC)CC1	8%	8%	-1.6%	-4%	9%	0%	1	i	4.5	-5.4%
O=C(Cn1ncc2c1-c1ccccc1OC2)N(Cc1ccco1)C1CCCCC1	-1%	-1%	2.4%	5%	-7%	10%	0.7	i	5.3	-3.9%
O=C(NCCN1CCCCC1)Nc1ccc(F)c(Cl)c1	14%	-2%	-2.1%	1%	15%	-2%	1	i	5.9	-6.4%
Cc1nc2ncnn2c(C)c1Cc1ccccc1Cl	1%	-3%	-0.7%	0%	-2%	3%	1.1	i	1.1	-2.3%
CCC(=O)N1CCN(CCN=CC2=C(O)CC(c3cccs3)CC2=O)CC1 (stereo not drawn)	2%	-6%	1.3%	7%	1%	11%	1.1	i	1.3	-0.8%
C/C(CC(=O)Nc1cccc2c1CCCC2)=N\NC(=O)COc1ccccc1	13%	2%	-4.8%	-17%	20%	-2%	1.2	i	0.8	-4.8%
CCC(C)C(=O)Nc1nc(C)c(-c2csc(Nc3ccc(Cl)cc3)n2)s1 (stereo not drawn)	32%	4%	-1.8%	-2%	42%	8%	1.1	i	0.7	-4.5%
COc1ccc(C2C3=C(CC(C)(C)CC3=O)OC(N)=C2[N+](=O)[O-])cc1 (stereo not drawn)	-10%	-6%	-1.6%	14%	-4%	4%	1.1	i	0.4	-2.9%
Cc1c(-n2cc(C(=O)c3cc(Br)ccc3O)cc(C#N)c2=O)c(=O)n(-c2ccccc2)n1C	4%	-1%	-2.3%	15%	7%	9%	1.2	i	0.4	-11%
